High-throughput results (PubChem)
STAT1 activator: activators of IFN-gamma induced STAT1 signaling; NIH 3T3 STAT1-luciferase reporter, luminescence; 100% = IFN-gamma alone, no compound; activation (% of control), % at 5.5 µM; 200,000 tested, 2.6% active; AID 932;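 active means activation above the screen-wide mean activation plus 3 SD, cut at about 130% in these data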;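 further: raw ratio to IFN-gamma control signal so 100% means no change and 0% no light; values of inactives mirror those of a sister screen read the other way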
NF-kB neuron act: compounds increasing NF-kB expression in human neuronal cells; NF-kB reporter expression; stronger effect = higher value; fold change at 12.5 µM; 190,000 tested, 1.6% active; in the data active means fold change above about 3.3
Efa HMGR inh: inhibitors of class II HMG-CoA reductase from Enterococcus faecalis; 190,000 tested, 0.41% active; inhibition, % at 10 µM; purified E. faecalis HMGR, NADPH absorbance 340 nm kinetic;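 active means inhibition above a set limit, the median over all tested compounds plus 3 SD, cut at about 9.5% in these data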;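 further: enzyme runs in reverse so mevalonate oxidation gives rising NADPH absorbance; 0% = complete reaction with DMSO and 100% = background rate lacking mevalonate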
STAT3 activator: activators of IL-6 induced STAT3 signaling; U3A cells, IL-6 STAT3-luciferase reporter, luminescence; 100% = signal with IL-6 EC80 alone; activation (% of control), % at 5.6 µM; 190,000 tested, 0.91% active; AID 871;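 active means activation above the screen-wide mean of compound activation plus 3 SD, cut at about 130% in these data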;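 further: 0% = background luminescence of wells with medium and substrate only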
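Material: STAT3-luciferase reporter U3A cells. Controls: IL-6-treated wells, 100% activation. Read-out: % activation versus median of IL-6-stimulated wells. Probe or stimulus: IL-6 stimulus at 33 ng/mL final. Timing: compound 1 h, then IL-6 6 h at 37 °C. Signal: reporter luminescence signal.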
TLR4-MyD88 BLA: TLR4-MyD88 interaction inhibition in cells; inhibition, % at 8.4 µM; O00206+Q99836; 200,000 tested, 0.18% active; HeLa CL3-4 TLR4/MyD88 BLA complementation, FRET ratio; AID 861; in the data active means inhibition above about 25%;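 further: 0% = vehicle and 100% = reference inhibitor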
Target sequence (O00206 whole entry, looked up): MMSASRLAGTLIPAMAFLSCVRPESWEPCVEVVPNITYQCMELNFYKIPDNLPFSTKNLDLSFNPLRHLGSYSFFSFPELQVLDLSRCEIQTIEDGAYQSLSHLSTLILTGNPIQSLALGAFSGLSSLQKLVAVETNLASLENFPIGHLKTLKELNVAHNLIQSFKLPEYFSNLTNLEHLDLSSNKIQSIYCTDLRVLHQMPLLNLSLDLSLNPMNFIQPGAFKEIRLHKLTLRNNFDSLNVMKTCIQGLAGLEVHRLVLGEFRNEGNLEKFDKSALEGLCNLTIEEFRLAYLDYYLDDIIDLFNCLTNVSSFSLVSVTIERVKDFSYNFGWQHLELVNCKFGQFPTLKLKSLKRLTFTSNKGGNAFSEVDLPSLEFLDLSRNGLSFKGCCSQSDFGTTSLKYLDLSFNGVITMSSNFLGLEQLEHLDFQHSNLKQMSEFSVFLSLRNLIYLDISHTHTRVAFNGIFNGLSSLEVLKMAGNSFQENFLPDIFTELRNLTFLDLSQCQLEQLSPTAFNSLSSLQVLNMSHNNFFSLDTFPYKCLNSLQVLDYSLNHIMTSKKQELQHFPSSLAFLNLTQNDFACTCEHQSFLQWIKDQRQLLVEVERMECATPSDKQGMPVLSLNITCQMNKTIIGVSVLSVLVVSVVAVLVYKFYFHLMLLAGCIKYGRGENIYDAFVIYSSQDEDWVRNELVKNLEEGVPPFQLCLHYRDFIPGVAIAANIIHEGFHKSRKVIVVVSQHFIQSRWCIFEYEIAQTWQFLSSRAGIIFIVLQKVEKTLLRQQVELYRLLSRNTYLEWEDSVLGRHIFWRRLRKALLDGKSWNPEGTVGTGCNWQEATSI
Target sequence (Q99836 whole entry, looked up): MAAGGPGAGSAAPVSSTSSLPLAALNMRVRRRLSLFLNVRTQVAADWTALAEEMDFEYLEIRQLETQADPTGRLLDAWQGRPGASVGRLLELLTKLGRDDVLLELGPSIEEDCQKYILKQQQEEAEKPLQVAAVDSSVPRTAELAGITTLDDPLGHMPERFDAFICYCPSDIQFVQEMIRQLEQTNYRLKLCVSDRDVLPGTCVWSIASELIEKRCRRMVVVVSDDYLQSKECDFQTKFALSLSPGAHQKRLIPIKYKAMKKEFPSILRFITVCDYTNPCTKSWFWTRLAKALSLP
Hsp70 activator: transcriptional activators of Hsp70 | 200,000 tested, 0.04% active | HeLa Hsp70 promoter luciferase reporter, luminescence; scaled: vehicle 0, proteasome-inhibitor control 100% | activation, % at 10 µM;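 active means activation above the mean across all tested compounds plus 3 SD, cutoff set per campaign, cut at about 5.5% in these data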;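 further: 100% = MG132 at 30 µM as the positive control and 0% = DMSO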
APP 5'UTR act: APP 5'UTR luciferase reporter activation; SH-SY5Y APP 5'UTR luciferase reporter, luminescence; zero percent = DMSO vehicle wells; activation, % at 2 µM; 190,000 tested, 1% active; AID 1276;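 active means activation above a set limit, based on mean plus 3 SD of controls, cut at about 140% in these data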; further: values of inactives mirror those of a sister screen read the other way
STAT3 inh: inhibitors of IL-6 induced STAT3 signaling. U3A cells, IL-6 STAT3-luciferase reporter, luminescence; host cell line lacks STAT1. inhibition, % at 5.5 µM. 190,000 tested, 0.89% active;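 active means inhibition above the mean inhibition across all screened compounds plus 3 SD, cut at about 44% in these data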;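 further: 0% = DMSO only wells and 100% = 100 µM nifuroxazide control wells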
STAT1 inh: inhibitors of IFN-gamma induced STAT1 signaling. 200,000 tested, 0.35% active. inhibition, % at 5.5 µM. AID 920. NIH 3T3 STAT1-luciferase reporter, luminescence;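 active means inhibition above a set limit, the mean inhibition across all tested compounds plus 3 SD, cut at about 34% in these data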;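 further: 0% = IFN-gamma with DMSO and 100% = IFN-gamma with 300 µM nifuroxazide; values of inactives mirror those of a sister screen read the other way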
DTT redox prof: compounds producing H2O2 with reducing agent – biochemical, NIH compound library profiling, artefact control for MLSCN library redox annotation, primary screen | DTT-dependent redox cycling H2O2, phenol red/HRP absorbance; 100% = 100 µM peroxide control, 0% = buffer | activation, % at 10 µM | 200,000 tested, 0.03% active | AID 878;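 active means activation of at least 50% relative to the plate's high and low controls in the primary single-dose screen; inactive means activation below 50%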;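 further: compound incubated with DTT at 0.8 mM final as the reducing agent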
Numbers without * were called inactive; · = not tested or not shown. Outcome played no part in choosing rows, and some 5.6% of all compounds hit somewhere here.

no. | Molecule | STAT1 activator | NF-kB neuron act | Efa HMGR inh | STAT3 activator | TLR4-MyD88 BLA
1 | Cc1cc(C)n(CCNc2nc3nonc3nc2N2CCCCC2)n1 | 98 | · | 2 | 99 | -5
2 | O=C(Cc1cccc(Cl)c1)Nc1ccc(Br)cc1 | 90 | 1.5 | -3 | 97 | 4
3 | CCS(=O)(=O)N1CCC(c2nc(-c3ccc(C(F)(F)F)cc3)no2)CC1 | 99 | 0.9 | -4 | 95 | 7
4 | CCOC(=O)c1sc(NC(=O)CSc2ncccn2)c(C#N)c1C | 102 | 1.6 | -1 | 87 | -2
5 | CN1CCC(N(C)C(=S)NC(=O)C23CC4CC(CC(C4)C2)C3)CC1 | 90 | 1.2 | -10 | 95 | -1
6 | COc1ccc(C2=Nc3ccc(Br)cc3C(c3ccccc3)N2CC(=O)NN)cc1 (stereo not drawn) | 97 | 0.82 | -4 | 91 | -12
7 | COc1cc2cc(C(c3nnnn3C(C)(C)C)N3CCc4ccccc43)c(=O)[nH]c2cc1OC (stereo not drawn) | 92 | 0.91 | -4 | 103 | 14
8 | S=C1NC(c2ccccc2)=NCN1c1ccc(Cl)cc1 | 98 | 1.8 | 1 | 91 | -15
9 | Cc1c(NC(=O)CN2CCN(c3ccc(O)cc3)CC2)c(=O)n(-c2ccccc2)n1C | 94 | 1.1 | 2 | 90 | 7
10 | CC(C)Sc1nnc(Nc2ccccc2)s1 | 138* | 1.1 | -1 | 99 | 4

no. | Hsp70 activator | APP 5'UTR act | STAT3 inh | STAT1 inh | DTT redox prof
1 | 0.0 | -4 | 6 | 0 | -1.1
2 | 0.5 | 2 | 8 | 9 | -0.3
3 | -0.3 | 7 | 10 | 1 | 1.1
4 | -0.1 | 2 | 19 | -2 | 0.0
5 | -0.3 | 15 | 1 | 11 | 0.2
6 | -0.2 | 1 | 14 | 4 | 0.9
7 | 0.0 | 17 | 1 | 8 | -0.1
8 | -0.1 | -1 | 16 | 2 | 0.0
9 | -0.2 | 12 | 19 | 5 | -0.7
10 | 0.0 | 71 | 11 | -42 | 2.5

The list goes on:
no. | Molecule | STAT1 activator | NF-kB neuron act | Efa HMGR inh | STAT3 activator | TLR4-MyD88 BLA
11 | CCNC(=S)N1CCC(c2nc3cc(C)c(C)cc3[nH]2)CC1 | 97 | 1.1 | 3 | 97 | -10
12 | CC(C)CCn1cnc2c(c1=O)c1nc3ccccc3nc1n2Cc1ccc2c(c1)OCO2 | 95 | 0.94 | 2 | 102 | -8
13 | CCC(C)Sc1nc2c(cnn2-c2ccc(C)cc2)c(=O)[nH]1 (stereo not drawn) | 99 | 1.2 | -5 | 101 | 13
14 | CCOC(=O)C1=C(O)/C(=C/c2cn(CC(=O)NCC3CCCO3)c3ccccc23)SC1=Nc1ccc(C)cc1 (stereo not drawn) | 108 | · | · | 100 | -8
15 | CC(=O)NCCc1nc2ccccc2n1Cc1ccc(Cl)cc1 | 99 | 1 | -2 | 108 | 10
16 | CN(C)S(=O)(=O)c1ccc2oc(SCC(=O)NCC(F)(F)F)nc2c1 | 99 | 1.4 | 0 | 98 | -6
17 | Cc1nn(C(=O)N2CCOCC2)c(C)c1C | 97 | 1.3 | 0 | 102 | -1
18 | Cc1ccc(C(=O)CCC(=O)N2CCN(C(=O)c3ccco3)CC2)cc1 | 104 | 1.2 | 0 | 98 | 10
19 | CCOCCn1c(SCc2ccc(F)cc2)nc2c1c(=O)[nH]c(=O)n2C | 96 | 0.94 | -1 | 98 | 13
20 | Cc1cc(NC(=O)C(C)Oc2ccc(Cl)cc2Cl)n(-c2ccccc2)n1 (stereo not drawn) | 100 | 1.1 | -7 | 103 | 4

no. | Hsp70 activator | APP 5'UTR act | STAT3 inh | STAT1 inh | DTT redox prof
11 | -0.4 | 5 | 2 | 4 | 0.3
12 | 0.1 | -5 | 8 | 5 | 4.5
13 | -0.2 | 1 | 4 | 2 | -1.1
14 | -0.7 | 2 | 3 | -9 | 0.4
15 | 0.3 | -5 | -2 | -1 | -0.3
16 | 0.0 | -28 | 5 | 1 | -3.1
17 | -0.5 | 6 | -1 | 3 | 2.1
18 | 0.0 | 3 | 3 | -3 | -0.2
19 | -0.6 | -14 | 7 | 4 | -3.5
20 | -0.3 | 4 | 0 | 0 | 0.5

Continued.
no. | Molecule | STAT1 activator | NF-kB neuron act | Efa HMGR inh | STAT3 activator | TLR4-MyD88 BLA
21 | Cc1ccc(NC(=O)CCNCc2ccco2)cc1S(=O)(=O)N(C)C | 95 | 1 | 0 | 95 | 5
22 | Cc1cc(C)n2nc(SCC(=O)NC(=O)NCc3ccco3)nc2n1 | 94 | 1.2 | 0 | 97 | -3
23 | Cc1nc2nc(SCC(=O)c3ccc([N+](=O)[O-])cc3)[nH]c2cc1Br | 107 | 0.9 | -3 | 106 | -9
24 | Cc1nn2c(-c3cccc(NC(=O)c4ccco4)c3)nnc2c2ccccc12 | 102 | 0.3 | 2 | 81 | -6
25 | Cc1cc(C)c(NC(=O)C2CCCN2CCOC(=O)c2cccc([N+](=O)[O-])c2)c(C)c1 (stereo not drawn) | 98 | 0.99 | -3 | 102 | 0
26 | Cc1noc(C)c1N=Nc1ccccc1C(=O)O | 102 | 0.91 | 0 | 103 | 1
27 | CCCS(=O)(=O)c1c(S(=O)(=O)CCC)c2cnccn2c1C(=O)c1ccc(Cl)cc1 | 103 | 1 | -1 | 109 | -6
28 | COc1cc2ccccc2cc1C(=O)N1CCN(C)CC1 | 95 | 1.2 | -3 | 90 | 5
29 | COc1ccccc1C(=O)N(NC(=O)Oc1ccccc1)C(C)(C)C | 104 | 1 | -3 | 99 | 4
30 | COc1ccc(NC(=S)N2CCC(N(C)CC3CCCO3)CC2)cc1 (stereo not drawn) | 99 | 1.1 | 1 | 96 | -4

no. | Hsp70 activator | APP 5'UTR act | STAT3 inh | STAT1 inh | DTT redox prof
21 | -0.1 | 29 | 11 | 5 | -1.1
22 | -0.1 | 11 | 12 | 4 | -0.2
23 | -0.3 | 10 | -8 | -8 | 1.0
24 | 0.4 | -14 | 24 | -4 | -0.7
25 | -0.3 | -10 | 0 | 2 | 0.1
26 | 0.1 | 17 | 2 | -1 | 0.5
27 | -0.1 | -23 | -10 | -4 | 0.2
28 | -0.2 | -3 | 14 | 5 | 0.0
29 | -0.4 | 7 | -1 | -4 | 0.1
30 | -0.5 | 4 | 2 | 1 | 0.2

(further entries)
no. | Molecule | STAT1 activator | NF-kB neuron act | Efa HMGR inh | STAT3 activator | TLR4-MyD88 BLA
31 | COc1ccccc1C(=O)Nc1ccc(CN2CCCCC2)cc1 | 98 | 1.2 | 0 | 99 | 2
32 | COC(=O)c1cc(NS(=O)(=O)c2ccc(N3CCC(C)CC3)c([N+](=O)[O-])c2)cc(C(=O)OC)c1 | 101 | 0.98 | -6 | 108 | -3
33 | Cc1cc(OCC(=O)N2CCOCC2)c(C(C)C)cc1Cl | 97 | 0.77 | -3 | 109 | 0
34 | CCCOC1OC(=O)c2c1ccc(OC)c2OC (stereo not drawn) | 91 | 0.94 | -1 | 103 | 1
35 | CC(=O)Nc1ccc(C(=O)CSc2ncn(-c3ccccc3)n2)cc1 | 118 | 0.76 | 0 | 95 | 2
36 | COc1ccc(N/C=C\C(=O)c2ccc(Br)cc2)cc1OC | 113 | 1.7 | 0 | 95 | -7
37 | Cc1ccc(C(=O)N2CCN=C2SCc2ccc([N+](=O)[O-])cc2)cc1C | 100 | 0.91 | -6 | 100 | 5
38 | C/C(=N\NC(=O)c1ccc(C)cc1)C1C(=O)c2ccccc2C1=O | 108 | 1.1 | 2 | 96 | -5
39 | Cn1c(=O)n(CCOc2ccc(Cl)cc2Cl)c2ccccc21 | 109 | 1.1 | -1 | 93 | 4
40 | OC1CCCN(C(=S)Nc2ccc(SC(F)F)cc2)C1 (stereo not drawn) | 112 | 1.6 | 0 | 106 | -16

no. | Hsp70 activator | APP 5'UTR act | STAT3 inh | STAT1 inh | DTT redox prof
31 | -0.3 | 6 | 6 | 2 | 2.2
32 | -0.2 | -11 | -11 | -1 | -0.1
33 | 0.2 | 2 | -6 | 4 | 3.1
34 | -0.5 | -5 | -9 | 10 | -0.3
35 | 0.0 | 15 | 12 | -20 | -0.1
36 | 0.0 | 42 | 6 | -15 | 0.8
37 | -0.4 | -33 | 5 | 0 | -0.2
38 | 0.0 | -1 | 7 | -10 | 0.7
39 | -0.2 | -3 | 9 | -11 | -0.1
40 | -0.4 | -7 | -1 | -13 | 0.4

3 compounds picked at random from the list so far:
no. | Molecule | STAT1 activator | NF-kB neuron act | Efa HMGR inh | STAT3 activator | TLR4-MyD88 BLA
20 | Cc1cc(NC(=O)C(C)Oc2ccc(Cl)cc2Cl)n(-c2ccccc2)n1 (stereo not drawn) | 100 | 1.1 | -7 | 103 | 4
2 | O=C(Cc1cccc(Cl)c1)Nc1ccc(Br)cc1 | 90 | 1.5 | -3 | 97 | 4
22 | Cc1cc(C)n2nc(SCC(=O)NC(=O)NCc3ccco3)nc2n1 | 94 | 1.2 | 0 | 97 | -3

no. | Hsp70 activator | APP 5'UTR act | STAT3 inh | STAT1 inh | DTT redox prof
20 | -0.3 | 4 | 0 | 0 | 0.5
2 | 0.5 | 2 | 8 | 9 | -0.3
22 | -0.1 | 11 | 12 | 4 | -0.2

Other entries:
no. | Molecule | STAT1 activator | NF-kB neuron act | Efa HMGR inh | STAT3 activator | TLR4-MyD88 BLA
41 | COc1ccccc1-c1cc(C(F)(F)F)nc(S(=O)(=O)CCCC(=O)N2CCOCC2)n1 | 61 | 1.4 | 0 | 98 | 16
42 | CC(C)CNc1c(N)n(CC(C)C)c(=O)[nH]c1=O | 100 | 1.3 | -4 | 95 | -7
43 | Cc1ccc(-c2n[nH]c3c2CCC3)cc1 | 108 | 1.4 | -1 | 83 | 2
44 | COc1ccc(C2C(C(=O)NCC3CCCO3)c3cc(OC)c(OC)cc3C(=O)N2C)cc1OC (stereo not drawn) | 100 | 1.1 | -2 | 100 | 0
45 | CCCn1c(SCC(=O)N2CCCc3ccccc32)nnc1-c1ccccn1 | 102 | 1.2 | -3 | 97 | 2
46 | CCCC(c1nnnn1CC(=O)OCC)N(Cc1cc2c(C)cc(C)cc2[nH]c1=O)C1CCCC1 (stereo not drawn) | 101 | 1.2 | -1 | 103 | -4
47 | O=C(NCc1ccccn1)c1ccc(Cl)c(S(=O)(=O)N2CCCCC2)c1 | 94 | 1.3 | -3 | 90 | -7
48 | CC(C)N1C(=O)C2C(C(=O)NC3CCCCC3)C3C=CC2(O3)C1C(=O)NC1CCCC1 (stereo not drawn) | 95 | 1.2 | -2 | 95 | -5
49 | O=C(OC1CCS(=O)(=O)c2sccc21)c1ccccc1 (stereo not drawn) | 96 | 1.2 | 1 | 88 | 9

no. | Hsp70 activator | APP 5'UTR act | STAT3 inh | STAT1 inh | DTT redox prof
41 | -0.2 | 4 | 6 | 43* | 4.3
42 | 0.4 | 16 | 6 | 0 | -2.3
43 | -0.6 | 19 | 25 | -9 | 0.0
44 | -0.2 | 39 | 7 | -1 | 0.1
45 | 0.3 | -18 | 9 | -2 | -1.1
46 | -0.2 | -1 | 0 | -1 | 1.6
47 | -0.1 | 3 | 18 | 5 | -1.1
48 | 0.0 | 9 | 10 | 6 | 1.6
49 | 0.0 | 9 | 17 | 4 | -5.2
